Bioassay records: PubChem BioAssay, National Center for Advancing Translational Sciences (NCATS)
TDP1 cell CPT = qHTS for Inhibitors of human tyrosyl-DNA phosphodiesterase 1 (TDP1): qHTS in cells in presence of CPT | Potency, µM (titrated, usually from 46.2 µM), inactives show at the top dose activity change, negative = growth inhibition, hits mostly inhibitors | AID 686979, 2013 | hit rate 12% among 420,000 | chicken DT40 Tdp1-/-;hTDP1 cells + 20 nM CPT, ATP luminescence, 48 h; also: nearly all actives have a fitted effect of over 55% in size
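Chicken DT40 Tdp1-/- cells stably complemented with human TDP1 were seeded at 400 cells/well in medium containing 20 nM camptothecin, exposed to pin-transferred compounds, and grown at 37 °C for at least 48 hr. Viability was read as ATP luminescence.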
DT40 TDP1 no CPT = qHTS for Inhibitors of human tyrosyl-DNA phosphodiesterase 1 (TDP1): qHTS in cells in absence of CPT | hit rate 15% among 420,000 | Potency, µM (series often up to 46.2 µM), inactives show at the highest dose activity change, negative = growth inhibition, hits mostly inhibitors | DT40 Tdp1-/- hTDP1 cells, no CPT, ATP luminescence, 48 h | AID 686978, 2013; also: nearly all actives have a fitted effect of over 55% in size
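Luminescent ATP content (CellTiter-Glo) served as the growth readout. Knockout chicken DT40 cells expressing human TDP1 were exposed to compounds without camptothecin for a minimum 48 hr at 37 °C.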
TDP1 inh = qHTS Assay for Inhibitors of Tyrosyl-DNA Phosphodiesterase (TDP1). Potency, µM (doses to about 130 µM), inactives show at the highest dose activity change, negative = inhibition, most hits filed as inhibitors. Tyrosyl-DNA phosphodiesterase 1 (Homo sapiens), Q9NUW8. hit rate 0.28% among 350,000. recombinant TDP1, AlphaScreen DNA substrate cleavage; also: nearly all actives have a fitted effect of over 40% in size
Target sequence (Q9NUW8 whole entry, looked up): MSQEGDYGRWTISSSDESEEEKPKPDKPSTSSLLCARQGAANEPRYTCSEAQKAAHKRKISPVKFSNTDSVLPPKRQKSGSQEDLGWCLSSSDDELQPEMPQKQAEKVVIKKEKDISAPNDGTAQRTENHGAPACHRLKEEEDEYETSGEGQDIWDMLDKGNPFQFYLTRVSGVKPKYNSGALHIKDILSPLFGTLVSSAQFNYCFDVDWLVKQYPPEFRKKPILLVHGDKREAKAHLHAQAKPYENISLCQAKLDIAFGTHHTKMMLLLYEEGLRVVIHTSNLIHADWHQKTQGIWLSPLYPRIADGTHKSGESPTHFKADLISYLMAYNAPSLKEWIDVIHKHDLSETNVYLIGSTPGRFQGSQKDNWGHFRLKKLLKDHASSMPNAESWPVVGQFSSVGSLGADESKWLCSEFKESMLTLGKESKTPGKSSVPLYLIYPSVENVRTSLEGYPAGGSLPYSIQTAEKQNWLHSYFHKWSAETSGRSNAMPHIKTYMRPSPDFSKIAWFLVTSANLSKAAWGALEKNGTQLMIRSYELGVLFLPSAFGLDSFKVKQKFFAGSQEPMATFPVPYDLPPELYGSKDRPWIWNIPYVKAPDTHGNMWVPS
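Enzyme-compound mixtures sat 15 min at room temperature, followed by a 5 min reaction with 15 nM final substrate and 10 min with AlphaScreen beads. Recombinant human Tdp1 was used at 1 nM final.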
Starred values were filed as active, the others as inactive; ? = inconclusive; . = not tested or not shown; & = joins results of further samples; [ ] = another dose, or the depositor's remark. Calls follow the shape of the dose curve; as a rule, active = well fitted curve in the direction sought with a large enough effect; inconclusive = small, poorly fitted or top-dose-only effect, or another doubt; inactive = no such curve, though single readings can be large; an effect the other way counts as inactive or inconclusive. % is scaled to controls: 0 for no effect and ±100 for the full control effect; potency is read from the fitted curve at half-maximal effect.

SMILES | TDP1 cell CPT | DT40 TDP1 no CPT | TDP1 inh
CC(=O)c1cccc(NC(=O)c2csc3c2CCCCC3)c1 | ? | ? | 1%
COc1ccccc1-c1cncnc1NCCN1CCOCC1 | 7.3µM* | 5.2µM* | ?
COc1ccccc1/C=C/C(=O)NCC(=O)n1nc(C)cc1C | 16% | -1% | -5%
Cn1c(CCN2CCCCC2)nc2cc(NS(=O)(=O)c3ccc(F)cc3)ccc21 | -9% | ? | 4%
S=C(NCCc1ccccc1)NCc1cccs1 | -29% | 9% | 6%
O=C(Nc1nc(-c2ccc(Cl)cc2)cs1)NC1CCCCC1 | ? | ? | 3%
COc1ccc2c(c1)c1c(n2C(C)=O)C(OC(C)=O)=NCC1 | ? | ? | 3%
COc1ccccc1NS(=O)(=O)c1cc(NC(=O)COc2ccccc2F)ccc1N1CCOCC1 | ? | ? | 1%
CCOC(=O)c1cc(-c2ccccc2)sc1NC(=O)c1ccc(OC)c(OC)c1 | 13µM* | ? | .
O=C(NCC(c1cccs1)N1CCOCC1)c1cccc([N+](=O)[O-])c1 (stereo not drawn) | 5% | 1% | 0%
Cc1cc(OC(=O)c2cccs2)ccc1C(C)C | ? | -28% | .
CC(C)N(Cc1nnc(-c2ccccc2Br)o1)C(=O)c1cc(Cl)nc2ccccc12 | ? | ? | 0%
CCOC(=O)N1CCN(C(=O)CS(=O)Cc2nc(-c3ccc(OC)c(OC)c3)oc2C)CC1 (stereo not drawn) | 11% | -16% | 2%
C[C@H](CO)N1C[C@H](C)[C@@H](CN(C)S(=O)(=O)c2ccc(Cl)cc2)Oc2ccc(NS(=O)(=O)c3ccccc3)cc2CC1=O | 10µM* | ? | 1%
CCOc1ccc(S(=O)(=O)NCC2CCCO2)c2cccnc12 (stereo not drawn) | -4% | -13% | -3%
N#CCC(=O)N/N=C/c1cc(-c2ccccc2)n(-c2ccc(Cl)cc2)c1-c1ccccc1 | ? | ? | 3%
NCc1oc(-c2ccccc2)cc1C(=O)O | 0% | 13% | 3%
CCOC(=O)CSc1nc2c(sc3ccccc32)c(=O)n1CCCN1CCOCC1 | ? | ? | 0%
O=C1c2ccccc2CCC12N=NCC2c1ccc(Cl)cc1 (stereo not drawn) | -1% | ? | -1%
Cc1nc(N2CCN(C(=O)COc3ccccc3)CC2)c2c(C)c(C)sc2n1 | ? | ? | 1%
CCN1C/C(=C/c2cccs2)c2nc3ccccc3c(C(=O)O)c2C1 | 3% | 2% | 7%
COc1ccc([N+](=O)[O-])cc1NC(=O)N(C)Cc1ccco1 | 4% | -20% | 1%
CCCCCOc1ccc(Br)cc1CSC(=N)N | 5.2µM* | 2.3µM* | 6%
CCN(C(=O)CN1C(=O)NC2(CCCC2)C1=O)c1nc2c(C)cccc2s1 | ? | 13µM* | .
O=C(NCc1cccc(Cl)c1)c1ccc(CS(=O)Cc2ccccc2Cl)o1 (stereo not drawn) | ? | ? | 2%&0%
Cn1cc(-c2nc3cnc(Oc4ccccc4)nc3n(C3CC3)c2=O)c2ccccc21 | 0% | 16% | .
CSc1c(-c2ccccc2)nc2ccccc2c1C(=O)O | -1% | -5% | 1%
Cn1c(=O)[nH]c2cc(-c3noc(-c4ccc(F)cc4)n3)ccc21 | 5% | 5% | 1%
COCCN1Cc2cc3cc(C)ccc3nc2SC1=Nc1ccc(OC)cc1 | ? | ? | -1%
COC(=O)c1ccc(NC(=O)CCc2c(C)nc3c(c(C)nn3-c3ccc(C)cc3)c2C)cc1 | ? | 6.5µM* | 3%
Cc1[nH]cnc1CSCCN | 6% | -10% | 5%
CC1(C)Cc2nc3sc4c(=O)[nH]cnc4c3cc2CS1 | ? | ? | 9%
CNc1cncc(-c2cccc(OC)c2F)n1 | -2% | -26% | .
CC1=CC(c2ccccc2)n2nc(N3C(=O)CCC3=O)nc2N1 (stereo not drawn) | 17% | 3% | 0%
O=C(CCCN1C(=O)[C@H]2CC=CC[C@H]2C1=O)NCc1nc(-c2ccc(Cl)cc2)no1 | -17% | -16% | 2%
Cc1ccc(S(=O)(=O)N2CCCCC2)cc1C(=O)NCc1ccccn1 | -1% | -2% | 8%
COc1ccccc1NC(=O)c1oc2ccc(C)cc2c1C | ? | ? | -8%
O=C(C(=O)N1CCCC1)c1c(-c2ccccc2)[nH]c2ccccc12 | -17% | -22% | .
CN1CCN(c2ccc(NC(=O)C(C)(c3ccccc3)c3ccccc3)cc2)CC1 | ? | ? | .
COc1cccc(C2(c3cccc(OC)c3)CC2C(=O)Nc2ccccc2Cl)c1 (stereo not drawn) | ? | 23µM* | 1%
CCCCCC(=O)N(CN1C(=O)CCC1=O)c1ccccc1 | 2% | -1% | 6%
O=C1C2C(C(=O)N1CC1CCCO1)C1C=CC2C12CC2 (stereo not drawn) | -12% | -5% | 6%
COc1ccccc1CCNC(=O)Cn1ccc2cc(S(=O)(=O)N3CCCCCC3)ccc21 | ? | ? | 0%
Cc1cc(C(=O)CSc2nn3c(=O)c(C(C)(C)C)nnc3s2)c(C)n1C1CC1 | ? | ? | 5%
Cc1nc2c(c(=O)c3ccccc3n2C)c(=O)n1-c1ccc(F)cc1 | -5% | ? | 0%
Cc1ccccc1OCC(=O)NCC(=O)OCC(=O)c1ccc2ccccc2c1 | -15%&-7% | -14%&-21% | 1%&2%
CCOc1ccc(NC(=O)Cn2c(=O)cc(C)c3c(C)nn(C)c32)cc1 | 21µM* | 8.2µM* | 1%
Cc1cccc(OCC(=O)Nc2nnc(S(=O)(=O)N3CCCCC3)s2)c1 | -19% | -30% | .
COc1ccc(NC(=O)C(C)Sc2ccccc2)cc1 (stereo not drawn) | 9% | 3% | -4%
COc1cc(C(F)(F)F)ccc1C(=O)NCCc1ccco1 | 0% | 6% | .
O=C(C[C@@H]1C=C[C@@H](NC(=O)Nc2cccc(F)c2)[C@@H](CO)O1)NCC1CCCCC1 | -3% | -16% | .
O=c1cnnc(SCc2ccc([N+](=O)[O-])cc2)[nH]1 | -1% | -13% | 0%
COC(=O)c1c(NC(=O)c2ccccc2N(C)S(=O)(=O)c2ccccc2)sc2c1CCCC2 | 16µM* | 15µM* | 0%
c1cncc(CSc2ccc(-c3ccc4c(c3)OCO4)nn2)c1 | ? | 16µM* | 7%
CCOC(=O)Cc1c(C)nc2c(-c3ccccc3)c(C)nn2c1C | 1% | -3% | .
COc1ccc(S(=O)(=O)NCCS(=O)(=O)N2CCN(c3ccccc3)CC2)cc1 | ? | ? | 5%[0.505 µM]
Cc1ccc(S(=O)(=O)N2CCN3CCCC3C2)cc1 (stereo not drawn) | 0% | 0% | 6%
CCn1nc(C)cc1C(=O)NCC1Cc2cccc(-c3cccnc3)c2O1 (stereo not drawn) | 12%[9.04 µM] | ? | .
O=C(CSc1nnc(-c2ccc(C(F)(F)F)cn2)o1)Nc1ccccc1Cl | 2% | -1% | 1%
Cc1ccc(-n2ncc3c(Nc4cccc(Cl)c4)ncnc32)c(C)c1 | ? | ? | 3%

Single records, as listed above:
`Cc1ccc(-n2ncc3c(Nc4cccc(Cl)c4)ncnc32)c(C)c1` in the list: TDP1 cell CPT: ?; DT40 TDP1 no CPT: ?; TDP1 inh: 3%
`COC(=O)c1c(NC(=O)c2ccccc2N(C)S(=O)(=O)c2ccccc2)sc2c1CCCC2` in the list: TDP1 cell CPT: 16µM*; DT40 TDP1 no CPT: 15µM*; TDP1 inh: 0%

New compounds follow
SMILES | TDP1 cell CPT | DT40 TDP1 no CPT | TDP1 inh
COCCCNC(=O)CNC(=S)N(Cc1cc(OC)c(OC)c(OC)c1)C1CCCC1 | 8% | 8% | 6%
Cc1nn(Cc2ccc(F)cc2Cl)c(C)c1[N+](=O)[O-] | -3% | -13% | -1%
COc1ccc2[nH]c(=O)c(CN(C(=O)c3cccnc3)c3ccccc3C)cc2c1 | 3% | -27% | .
CCCN1CCC(NC(=O)Cc2ccc(C)cc2)CC1 | -13% | 1% | 2%
Cc1ccc(Cn2ncc3c(N4CCN(c5ccccc5C)CC4)ncnc32)cc1 | 23µM* | 16µM* | 2%
N/C(=N\OC(=O)COc1cc(Cl)c(Cl)cc1Cl)c1ccncc1 | -13% | ? | 3%
CC1(c2nnc(-c3ccccc3)o2)CC(c2cccnc2)=NO1 (stereo not drawn) | ? | -7% | -2%
O=C(CCN1CCCO1)N1CCCC(N2CCN(c3cccc(C(F)(F)F)c3)CC2)C1 (stereo not drawn) | -3% | 2% | 5%
Cc1ccc(CN2C(=O)c3ccccc3C2C(=O)NC2CCCCCC2)cc1 (stereo not drawn) | -14% | ? | 5%
Cc1cc(=O)n(C)c(=O)n1CCCCCN1CCCC1 | -10% | -7% | -2%
CCCCC[C@@H](C)N1C[C@@H](COCc2ccccc2)Oc2cc(N3CC[C@@H](O)C3)ccc2S1(=O)=O | ? | 16µM* | .
CCN(CC)C(=O)CSc1ncnc2c(-c3cccs3)nsc12 | -14% | ? | 5%
CN=c1scc(-c2ccco2)n1/N=C/c1ccc(O)c(O)c1 | 4.6µM* | 9.2µM* | 8%
CCOC(=O)[C@]12CCCC=C1N(CCC1=CCCCC1)C(=O)[C@H](CC(=O)N1CCSCC1)C2 | ? | 16µM* | .
Cc1ccc(S(=O)(=O)NNC(=O)CCC(=O)Nc2ccccc2Cl)cc1 | -4% | -4% | 5%
COc1ccc(CCNC(=O)CN2CCN(c3cccc(C(F)(F)F)c3)CC2)cc1 | ? | ? | 6%
CCOc1ccccc1NCN1C(=O)c2ccccc2C1=O | -13% | 0% | .
CC(=O)Nc1ccc(S(=O)(=O)Nc2nc(C)nc3sc4c(c23)CCC4)cc1 | -1% | -8% | 5%
O=C(C[n+]1ccccc1)c1ccc(NC(=O)c2ccccc2)cc1 | -15% | 1% | 8%
Cc1ccc(C)c(NC(=S)N2CCC(C(=O)c3ccc(F)cc3)CC2)c1 | -1% | -27% | .
CC(C)Nc1nc(Cl)nc(N(C#N)CN2C(=O)c3ccccc3S2(=O)=O)n1 | 26µM* | 18µM* | -1%
COc1ccc(N(CC(=O)N2CCCC(C)C2)S(=O)(=O)c2c(C)nn(C)c2C)cc1 (stereo not drawn) | 2% | -9% | 0%
C/C(N)=C(/C#N)C(=O)COC(=O)c1ccccc1Oc1ccccc1 | ? | -25% | 1%
CCOc1cc(C#N)c(NC(=O)CSc2nnnn2-c2ccc(OC)cc2)cc1OCC | ? | ? | 7%
COC(=O)[C@]12CCCCC=C1N(Cc1ccccc1)C(=O)[C@H](CC(=O)NCc1cccc(C(F)(F)F)c1)C2 | ? | ? | .
COC(=O)c1ccc(C2C(C(=O)c3ccco3)=C(O)C(=O)N2CC2CCCO2)cc1 (stereo not drawn) | 8% | -8% | .
O=C(CNC(=O)C12CC3CC(CC(C3)C1)C2)NCc1ccccc1 | -6% | -27% | 4%
O=C(Nc1ccc(F)cc1)c1oc2ccccc2c1NC(=O)C12CC3CC(CC(C3)C1)C2 | 2% | ? | -6%
Cc1cc(C(=O)N2CCC2(C)C(=O)NS(=O)(=O)c2ccc(Cl)cc2)nn1C (stereo not drawn) | 0% | -5% | .
Cc1ccc(S(=O)(=O)NC(=O)NC(C)Cc2ccccc2)cc1 (stereo not drawn) | 19% | 10% | 3%&0%
C/C(=N\NC(=O)COc1ccccc1)c1cccs1 | 4% | -6% | 0%
O=C(NCc1ccco1)c1cc(S(=O)(=O)N2CCOCC2)c(Cl)cc1Cl | -18% | -20% | 0%
CCn1c(CSc2n[nH]c(N)n2)nc2cc(C(=O)O)ccc21 | 6% | -8% | -7%
COc1ccccc1OCC(=O)Nc1cc(Cl)ccc1N1CCCCC1 | -23% | -30% | -8%[56.1 µM]
CCCC(=O)N1CCC1(C)C(=O)Nc1ncc(C(=O)OC)s1 (stereo not drawn) | 1% | -7% | .
COCCn1nnnc1C(c1ccccc1)N1CCN(C(=O)c2ccco2)CC1 (stereo not drawn) | -2% | -20% | .

Pulled by structure from the list above:
SMILES | TDP1 cell CPT | DT40 TDP1 no CPT | TDP1 inh
Cc1ccc(S(=O)(=O)NC(=O)NC(C)Cc2ccccc2)cc1 (stereo not drawn) | 19% | 10% | 3%&0%
O=C(Nc1ccc(F)cc1)c1oc2ccccc2c1NC(=O)C12CC3CC(CC(C3)C1)C2 | 2% | ? | -6%
COCCn1nnnc1C(c1ccccc1)N1CCN(C(=O)c2ccco2)CC1 (stereo not drawn) | -2% | -20% | .
O=C(CNC(=O)C12CC3CC(CC(C3)C1)C2)NCc1ccccc1 | -6% | -27% | 4%
CCn1c(CSc2n[nH]c(N)n2)nc2cc(C(=O)O)ccc21 | 6% | -8% | -7%
